Screening data deposited in PubChem BioAssay by several laboratories.
Mtb RmlCD inh – blocks M. tuberculosis RmlC and RmlD coupled enzymes. inhibition, % at 3.6 µM. P9WH09+P9WH11. 0.03% of 160,000 active. AID 1533. RmlC+RmlD coupled enzyme assay, percent inhibition; primary screen in compound mixtures; in the data active means inhibition mostly above about 34%, no sharp cut-off; inconclusive means no clear call, values can overlap the other calls; inactive means mostly below about 22%; further: some results filed as inactive read as strong as hits
Target sequence (P9WH09 whole entry, looked up): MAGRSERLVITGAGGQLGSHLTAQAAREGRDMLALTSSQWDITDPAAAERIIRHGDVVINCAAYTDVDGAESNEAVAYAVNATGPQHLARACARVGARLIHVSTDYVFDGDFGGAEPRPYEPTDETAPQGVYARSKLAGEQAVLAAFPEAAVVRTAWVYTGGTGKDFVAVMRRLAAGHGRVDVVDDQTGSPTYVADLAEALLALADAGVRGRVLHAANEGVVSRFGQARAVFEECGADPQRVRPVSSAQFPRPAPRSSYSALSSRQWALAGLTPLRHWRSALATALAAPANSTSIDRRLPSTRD
Target sequence (P9WH11 whole entry, looked up): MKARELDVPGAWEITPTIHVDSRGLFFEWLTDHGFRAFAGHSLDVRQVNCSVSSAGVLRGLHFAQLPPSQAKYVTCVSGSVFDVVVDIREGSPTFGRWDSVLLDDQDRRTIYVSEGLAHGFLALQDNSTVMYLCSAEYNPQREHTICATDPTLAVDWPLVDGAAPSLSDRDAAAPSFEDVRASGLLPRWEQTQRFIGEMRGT
GlmU inhibition – inhibition of mycobacterial GlmU enzyme – biochemical, glucosamine-1-phosphate acetyltransferase (AID 1376). M. tuberculosis GlmU acetyltransferase enzyme assay; higher % means a stronger effect. 0.25% of 220,000 active. inhibition, %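 (tested at 30 µM in the primary screen)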; hits with a dose series show IC50 in µM; in the data active means inhibition above about 13%; inconclusive means no clear call, values can overlap the other calls;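 further: 0% = complete reaction with vehicle and 100% = reaction without substrate; strong numbers were not always called active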
Starred values were filed as active, the others as inactive; ? = inconclusive; nt = not tested or not shown; & = joins results of further samples. A portion of the library; the hit share may differ from the screen's.

Every second line gives: Mtb RmlCD inh	GlmU inhibition
> Cc1ccc(Cn2c(C(=O)NCCCN3CCOCC3)cc3sccc32)cc1
  13.5	-0.7%
> Cc1cccc(-n2c(O)c(C=Nc3cccc(O)c3)c3ccccc3c2=O)n1
  4.3	-12.1%
> Cc1cc(C)n(S(=O)(=O)c2cccc(Cl)c2Cl)n1
  nt	4.2%
> O=C(NCc1cccs1)c1ccc(Br)o1
  nt	0.8%
> COc1cccc(/C=N/NC(=O)CCn2nnc3ccccc32)c1
  7.2	-2.2%
> CC(C)CC(=O)NC(=S)Nc1ccc(NC(=O)c2ccco2)cc1
  -10.9	5.8%
> CCc1nnc(SCc2cn3c(C)cc(C)nc3n2)n1N
  3.2	-2.2%
> CCOC(=O)C1=C(C)NC(C)=C(C(=O)OCC)C1C
  -8.2	-10.7%&0.2%
> Cc1cc(C)n2nnnc2c1C#N
  9.1	1.7%
> CC(=O)c1nnn(-c2ccccc2C#N)c1C
  -6.7	0.1%
> Cc1nn(CCC(=O)NNC(=S)Nc2cccc(Cl)c2)c(C)c1[N+](=O)[O-]
  nt	3.4%
> COc1cc(NC(=O)c2ccc(F)cc2)c(OC)cc1NC(=O)CN1CCOCC1
  3.5	4.4%
> O=[N+]([O-])c1ccc(Sc2nccn2Cc2ccccc2)cc1
  nt	-1.7%
> Cc1ccc(NC(=S)N2CCN(c3ccccn3)CC2)c(C)c1
  20.5	-2.0%
> CCOc1ccccc1C(=O)NC(C(=O)Nc1cccc(S(N)(=O)=O)c1)C(C)C (stereo unspecified)
  2.5	3.4%

Carrying on:
Every second line gives: Mtb RmlCD inh	GlmU inhibition
> NC1=NC[C@@H](Cc2ccc(O)cc2)N1CC1CCCCC1
  -10.2	1.2%
> CCOc1ccc(/C=N/Nc2cc(C)nc(N3CCOCC3)n2)cc1
  -8.2	1.5%
> C(=N\Nc1nn[nH]n1)/c1ccccc1
  104.7	0.8%
> COc1ccc(/C(O)=C2/C(=O)C(=O)N(c3ncccn3)C2c2ccc(F)cc2)cc1 (stereo unspecified)
  3.3	-20.2%
> COC(=O)C(CCCCNC(=O)OCc1ccccc1)NC(=O)CN (stereo unspecified)
  -5.7	-6.3%
> CCOc1ccc(-n2c(C)cc(/C=N\NC(=O)CC(=O)NC3CCCCC3)c2C)cc1
  nt	3.3%
> CC1CCCN(c2nc3c(c(=O)n(C)c(=O)n3C)n2CCSc2nc3ccccc3o2)C1 (stereo unspecified)
  11.2	0.8%
> O=C(c1ccco1)N1CCN(C(=O)C2CCCN(S(=O)(=O)Cc3ccccc3)C2)CC1 (stereo unspecified)
  -1.4	-6.1%
> CC1(C)OC(=O)C(=CSc2ccc(C(C)(C)C)cc2)C(=O)O1
  6.2	-1.3%
> COC(=O)Nc1ccc(S(=O)(=O)N(C)CC(F)(F)C(F)F)cc1
  nt	-2.2%
> CCOc1ccc(C(C)=O)cc1CN1C(=O)NC2(CCCCC2C)C1=O (stereo unspecified)
  -6.9	-3.3%
> O=C(Cc1csc(Nc2nc(=S)[nH]c3ccccc23)n1)NCc1ccccc1Cl
  0.5	-0.7%
> CCc1nnc(NC(=O)C2(C)COC(c3ccccc3)OC2)s1 (stereo unspecified)
  5.1	0.3%
> O=C(CCC(=O)Nc1ccc(F)cc1)N/N=C/c1ccncc1
  -3.6	-2.4%
> Cc1ccc(NS(=O)(=O)c2cccc(C(=O)NCC3(N(C)C)CCCCC3)c2)cc1
  4.9	-4.9%

(continued)
Every second line gives: Mtb RmlCD inh	GlmU inhibition
> c1ccc(Cc2ccc(OCCn3cncn3)cc2)cc1
  9.8	1.4%
> Cc1ccc(C)c(OCC(=O)Nc2ccc(S(=O)(=O)N3CCN(C)CC3)cc2)c1
  nt	0.2%
> CC(=O)Nc1ccc2cc3ccc(NC(C)=O)cc3nc2c1
  4.7	29.2%*
> COc1cccc(-n2c(Cc3cc(=O)[nH]c(=O)[nH]3)nnc2SCC(=O)N2CCCCCC2)c1
  -6.9	-0.8%
> COc1cc(C(=O)NC(=S)NC(C)C)cc(OC)c1OC
  ?	5.1%
> CCOC(=O)c1c(C)[nH]c(C(=O)Nc2ccc(NC(C)=O)cc2)c1C
  1.4	0.9%
> O=C(Cn1cnc([N+](=O)[O-])n1)NCc1ccccc1
  2.0	nt
> O=C(c1cnn(-c2ccc(Cl)cc2)c1)c1ccccc1O
  8.4	-2.3%
> Cc1ccc(NC(=O)NC(=O)CSc2n[nH]c(N)n2)c(C)c1
  1.1	0.7%
> C=CC[C@]12CC=CC(=O)[C@@]1(O)O[C@H](c1ccc(OC)c(OC)c1)[C@H]2C
  nt	0.1%
> Cc1ccccc1C(=O)NNC(=O)C(=O)Nc1cccc(Cl)c1C
  -5.5	4.0%
> COCCCNc1nc2nonc2nc1N1C[C@H]2CC[C@H]1C2
  nt	2.3%
> Cc1ccc(CN/C=C/C(=O)c2ccc(Br)cc2)cc1
  nt	-3.1%
> CCn1c(/C=C/Nc2ccccc2)[n+](CC)c2ccc(C(=O)OCC(F)(F)F)cc21
  -6.7	-9.8%
> Clc1ccc(-c2csc(-c3cccnc3)n2)s1
  nt	2.9%

(continued)
Every second line gives: Mtb RmlCD inh	GlmU inhibition
> O=C(NCCOc1ccccc1)c1cncc(Br)c1
  -5.3	2.6%
> O=S(=O)(Nc1cccc2[nH]ncc12)c1cccs1
  nt	-1.2%
> O=c1c(N2CCOCC2)nsn1Cc1ccccc1
  7.9	nt
> CN(CCC#N)C(=S)Nc1ccc(Oc2ccccc2)cc1
  6.4	1.1%
> O=C1CC(N2CCN(c3ncccn3)CC2)C(=O)N1CCc1ccccc1 (stereo unspecified)
  6.0	-1.7%
> O=C1C2C3C=CC(CC3)C2C(=O)N1/N=C/c1ccco1 (stereo unspecified)
  5.2	6.0%
> COc1ccc(C(=O)NCc2ccc3c(c2)OCO3)cc1
  3.6	-0.4%
> Cn1cc(/C=C2\SC(=S)N(NC(=O)c3ccccc3)C2=O)c2ccccc21
  7.5	5.2%
> Cc1ccc(C2=NNC(c3ccc(Cl)cc3)=Nc3ccccc32)o1
  1.8	3.2%
> COC(=O)C1=C(C)N(Cc2ccc3c(c2)OCO3)C(=O)C1
  -12.1	-8.4%
> CC(C)c1ccc(C(O)c2cnc(C(C)C)n2C)cc1 (stereo unspecified)
  9.0	-1.3%
> COc1ccccc1NC(=O)CCC(=O)OCc1ccc([N+](=O)[O-])cc1
  nt	2.6%
> CS(=O)(=O)N1CC(C(=O)O)Oc2ccc(CC(=O)O)cc21 (stereo unspecified)
  8.4	2.5%
> CN1CCN(CCCNC(=O)c2cn(C3CCCCC3)c(=O)c3c2c2ccccc2n3C)CC1
  0.4	-15.6%
> CN(C)C(=O)COC(=O)c1ccccc1NC(=O)c1ccco1
  5.3	9.4%

Remaining list, next part:
Every second line gives: Mtb RmlCD inh	GlmU inhibition
> OCCN(Cc1ccccc1)CC1CC=CCC1 (stereo unspecified)
  8.0	-2.2%
> O=C(N/N=C/c1coc2ccccc2c1=O)c1cn(-c2ccccc2)nc1-c1ccccc1
  12.7	-2.5%
> Cn1nc(-c2ccccc2)cc1NS(=O)(=O)c1ccccc1
  0.2	1.9%
> CC(=O)Nc1c(O)[nH]c2ccccc12
  0.1	-0.7%
> Cc1c(C)[n+](=O)c(-c2cccs2)c(C)n1[O-]
  nt	-5.0%
> CCOc1cc(/C=C/c2ccc3cccc([N+](=O)[O-])c3n2)cc(Cl)c1O
  -1.5	0.8%
> COc1ccc(N/C(=N/c2nc(C)cc(C)n2)NC(=O)Nc2ccc(Cl)c(Cl)c2)c(OC)c1
  -7.8	-8.5%
> COC(=O)c1ccc(NC(=S)NC(=O)c2c(-c3ccccc3)noc2C)cc1
  3.7	-4.3%
> Oc1ccc(Cn2ccnc2)c2cccnc12
  9.1	1.2%
> CC(=O)OCC12COC3c4ccccc4OC(C)(CC1C)C3C2C (stereo unspecified)
  -9.0	-0.7%
> Cc1ccc(CNC(=O)C2CNc3cc(C)ccc3O2)cc1 (stereo unspecified)
  -12.8	-0.3%
> CCOCc1cnc(C)nc1NCC(=O)c1c(C)[nH]c2ccccc12
  nt	-4.3%
> O=C(NCc1cccnc1)c1ccc(Cl)c(S(=O)(=O)N2CCCCCC2)c1
  -10.1	-0.1%
> CCC(C)(C)n1nnnc1C(c1ccc2ncccc2c1)N1CCCC(C)C1 (stereo unspecified)
  nt	3.6%
> COC(=O)c1ccc(CSc2nc3ccccc3c(=O)n2-c2ccc(OC)c(OC)c2)o1
  nt	4.2%

Following part:
Every second line gives: Mtb RmlCD inh	GlmU inhibition
> CC(C)NC(=O)CC(=O)N/N=C/c1ccccc1F
  3.1	0.1%
> S=c1[nH]nc(-c2ccc3ccccc3n2)n1-c1ccccc1Cl
  -3.9	8.5%
> c1cc2c(cc1C1CCCN1)OCCCO2 (stereo unspecified)
  -22.8	-2.5%
> CCNC(=S)NNC(=O)c1cc(Br)cs1
  nt	3.0%
> COc1ccc(N(CC(=O)NC2CCCCCC2)S(=O)(=O)c2c(C)nn(C)c2C)cc1
  nt	-4.6%
> COc1ccc(-c2oc3cc(O)c(OC)c(O)c3c(=O)c2OC)cc1
  nt	?
> CC1CCN(S(=O)(=O)c2ccc3ccccc3c2)CC1
  nt	0.1%
> CCOC(=O)C1(C)NC(c2ccccc2F)C2C(=O)N(CC)C(=O)C21 (stereo unspecified)
  7.6	2.9%
> N#Cc1ccc(OCCN2C(=O)NC3(CCSC3)C2=O)cc1 (stereo unspecified)
  nt	4.4%
> O=C1C2C3c4ccccc4C(c4ccccc43)C2c2nc3ccccc3n21 (stereo unspecified)
  nt	1.7%
> Brc1ccc2ncnc(Nc3ccc(N4CCOCC4)cc3)c2c1
  nt	5.5%
> CCOc1ccc(N2CC(C(=O)Nc3ccc4c(c3)OCO4)CC2=O)cc1 (stereo unspecified)
  15.1	-3.5%
> CCN(CC)S(=O)(=O)c1cccc(C(=O)N[C@H](C(=O)OCC(=O)Nc2ccccc2)C(C)C)c1
  -11.0	1.5%
> CCCn1c(SCc2ccccn2)nc2c1c(=O)n(C)c(=O)n2C
  14.1	2.4%
> CCOC(=O)c1cc(C(=O)c2ccccc2O)cn2c(=O)c3c(C)c(C)sc3nc12
  8.7	1.1%

Entries of single compounds, looked up by structure. Order of screens: Mtb RmlCD inh | GlmU inhibition
Shown for `CCOC(=O)C1=C(C)NC(C)=C(C(=O)OCC)C1C` → -8.2 | -10.7%&0.2%
Shown for `COC(=O)c1ccc(NC(=S)NC(=O)c2c(-c3ccccc3)noc2C)cc1` → 3.7 | -4.3%

Further compounds follow:
Every second line gives: Mtb RmlCD inh	GlmU inhibition
> COc1cc(-c2noc(-c3ccco3)n2)cc(OC)c1OC
  70.1	-2.0%
> O=C(O)C1Cc2ccccc2CN1C(=O)c1ccccc1Cl (stereo unspecified)
  -0.3	1.3%
> O=C1C(C=NCc2ccncc2)=C(O)c2ccccc21
  5.0	-1.8%
> CCCCCCc1cc2cc(S(=O)(=O)c3ccc(F)cc3)c(=O)oc2cc1O
  -10.6	3.2%
> COc1ccc(CCNC(=O)C2CC3Cn4c(nc5cc(Cl)c(Cl)cc54)C3N2C)cc1 (stereo unspecified)
  nt	1.7%
> O=C(CNS(=O)(=O)c1cccc2nonc12)NCc1ccc(F)cc1
  10.5	0.3%
> c1ccc(CCn2nnnc2CN2CCC(n3nnc4ccccc43)CC2)cc1
  -2.5	-3.5%
> O=C(Nc1ccc([N+](=O)[O-])cn1)c1cc(-c2cccc(Br)c2)nc2ccccc12
  3.1	-1.3%
> O=C(NC(=S)NCCO)c1cn(-c2ccccc2)nc1-c1ccccc1
  -6.5	-0.9%
> CC1CC/C(=C\c2ccc3c(c2)OCO3)C(=O)/C1=C/c1ccc2c(c1)OCO2 (stereo unspecified)
  nt	2.8%
> COC(=O)C1CCN(C(=O)c2sc3nc(-c4ccc(F)cc4)cn3c2C)CC1
  -4.9	0.3%
> N#CC1(c2ccc(NC(=O)c3ccccc3)cc2)CCCC1
  2.9	-3.9%
> CCN1CCN(CCCN(Cc2ccco2)C(=S)Nc2cc(Cl)ccc2C)CC1
  8.9	-6.9%
> CN1CCC(Oc2ccc(Sc3ccccc3)cc2)CC1
  5.1	-13.2%
> COc1cc(CCC(=O)N2CCN(c3ccc(N4CCOCC4)nn3)CC2)cc(OC)c1OC
  12.7	nt

The closing three records of the section above come first, to join the parts.
Every second line gives: Mtb RmlCD inh	GlmU inhibition
> CCN1CCN(CCCN(Cc2ccco2)C(=S)Nc2cc(Cl)ccc2C)CC1
  8.9	-6.9%
> CN1CCC(Oc2ccc(Sc3ccccc3)cc2)CC1
  5.1	-13.2%
> COc1cc(CCC(=O)N2CCN(c3ccc(N4CCOCC4)nn3)CC2)cc(OC)c1OC
  12.7	nt
> Cc1cc(C)cc(N2C(=O)/C(=C\c3ccc(N4CCN(C)CC4)o3)C(=O)NC2=S)c1
  nt	5.2%
> Cc1ccc(Oc2ccc(-c3nc(N)nc(N)n3)cc2)cc1C
  -7.4	-0.9%
> O=C(Nc1ncccc1Cl)c1ccccc1F
  2.3	-0.9%
> CCN1CCN(CCc2nc3cc([N+](=O)[O-])ccc3n2C)CC1
  -0.1	-1.0%
> O=C(NC1CCCCC1)C(c1ccc(F)cc1)N(Cc1ccco1)C(=O)c1ccccn1 (stereo unspecified)
  -17.9	2.2%
> CC(C)OCCCNC(=O)CCC(=O)NNc1nc2ccccc2c2nc(-c3ccccc3)nn12
  nt	-1.9%
> Cc1nc(SCC2(C)CC2(Cl)Cl)n[nH]1 (stereo unspecified)
  2.7	1.2%
> O=S(=O)(c1ccc(S(=O)(=O)N2CCN3CCCC3C2)cc1)N1CCCC1 (stereo unspecified)
  5.0	1.5%
> C=CCNC(=S)/C(=C(/[O-])c1ccccc1Br)[n+]1ccccc1
  5.5	0.8%
> Cc1cc(C)nc(SCc2cn3c(C)cccc3n2)n1
  -5.1	3.4%
> O=C1NC(=Nc2ccccc2)SC1Cc1ccccc1 (stereo unspecified)
  3.8	-1.4%
> CCn1c(=O)c([N+](=O)[O-])c(NCC2CCCO2)c2ccccc21 (stereo unspecified)
  nt	-5.1%
